High-throughput results deposited in PubChem BioAssay by several laboratories.
E coli Lon inh: inhibits E. coli Lon protease. inhibition, % at 7.94 µM. 360,000 tested, 0.42% active. purified E. coli Lon protease, fluorescence polarization. P0A9M0. AID 602123; in the data active means inhibition above about 13%, passing the limit was not always enough;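 further: 0% = enzyme with probe and DMSO and 100% = no enzyme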
MLLE-PAM2 inh: inhibitors of microRNA-mediated deadenylation, human PABP1 MLLE binding | GST-MLLE / FITC-PAM2 fluorescence polarization | inhibition, % at 20 µM | 360,000 tested, 0.36% active | AID 588489; in the data active means inhibition above about 35%, passing the limit was not always enough;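 further: plate controls were DMSO wells with GST-MLLE for no effect and wells lacking GST-MLLE protein for full effect; some results filed as inactive read as strong as hits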
SKN-1 inh: C. elegans SKN-1 inhibition. inhibition, % at 21.8 µM. 360,000 tested, 0.49% active. C. elegans VP596 Pgst-4::GFP/RFP ratio, acrylamide-induced, 24 h;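 active means interference check ratio from 0.5 to 1.5 plus GFP to RFP signal ratio inhibition reaching or exceeding a fixed threshold, cut at about 30% in these data, passing the limit was not always enough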; further: some compounds called inactive have numbers as strong as hits
FAS TE block: inhibitors of human fatty acid synthase thioesterase domain | P49327 | recombinant FAS-TE, OMFH fluorogenic substrate, fluorescence endpoint | inhibition, % at 15 µM | 360,000 tested, 0.67% active | AID 602261;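 active means compounds whose normalised, plate-corrected inhibition of enzyme fluorescence in the single-dose primary screen is 50% or more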;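 further: 0% = DMSO with enzyme and 100% = substrate without enzyme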
Neddylation inh: inhibitors of human cullin neddylation; P61081+Q13564; TR-FRET cullin neddylation, biochemical; calls only at 25 µM; 360,000 tested, 0.58% active; AID 651699; in the data active means inhibition above about 36%
Rin1 Abl inh: inhibitors of human Rin1-Abl protein interaction; P00519+Q13671; TR-FRET Rin1/Abl binding, biochemical; inhibition, % at 7.35 µM; 360,000 tested, 0.4% active; AID 588664; in the data active means inhibition above about 5%, passing the limit was not always enough
Target sequence (P00519 whole entry, looked up): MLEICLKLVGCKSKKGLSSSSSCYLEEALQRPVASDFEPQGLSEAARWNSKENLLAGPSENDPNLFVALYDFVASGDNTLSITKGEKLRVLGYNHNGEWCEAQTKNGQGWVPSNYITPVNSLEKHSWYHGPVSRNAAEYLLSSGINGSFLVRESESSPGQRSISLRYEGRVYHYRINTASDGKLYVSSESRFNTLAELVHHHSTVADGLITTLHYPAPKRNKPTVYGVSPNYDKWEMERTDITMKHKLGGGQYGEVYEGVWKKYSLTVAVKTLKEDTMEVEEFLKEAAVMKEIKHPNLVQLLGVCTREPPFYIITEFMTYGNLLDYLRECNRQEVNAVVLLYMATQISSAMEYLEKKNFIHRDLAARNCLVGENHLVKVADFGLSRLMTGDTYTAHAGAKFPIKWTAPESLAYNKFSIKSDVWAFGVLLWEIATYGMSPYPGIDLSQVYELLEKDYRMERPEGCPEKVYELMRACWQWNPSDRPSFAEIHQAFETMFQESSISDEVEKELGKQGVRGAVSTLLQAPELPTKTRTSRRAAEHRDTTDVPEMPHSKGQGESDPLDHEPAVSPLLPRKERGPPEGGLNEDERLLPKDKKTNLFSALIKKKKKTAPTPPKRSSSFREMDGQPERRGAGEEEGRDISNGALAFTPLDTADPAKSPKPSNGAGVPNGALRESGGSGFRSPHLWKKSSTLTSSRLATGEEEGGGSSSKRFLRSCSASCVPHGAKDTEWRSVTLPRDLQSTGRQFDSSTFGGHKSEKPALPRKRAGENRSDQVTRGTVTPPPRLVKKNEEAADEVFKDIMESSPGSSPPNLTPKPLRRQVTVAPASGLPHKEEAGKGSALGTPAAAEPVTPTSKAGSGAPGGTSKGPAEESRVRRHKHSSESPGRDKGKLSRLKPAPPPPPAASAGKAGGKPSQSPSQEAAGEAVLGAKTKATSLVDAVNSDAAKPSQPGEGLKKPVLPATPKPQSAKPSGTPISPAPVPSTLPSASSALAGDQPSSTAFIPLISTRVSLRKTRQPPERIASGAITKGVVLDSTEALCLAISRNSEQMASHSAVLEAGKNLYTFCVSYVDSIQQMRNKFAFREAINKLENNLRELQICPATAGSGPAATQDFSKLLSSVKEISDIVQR
Target sequence (Q13671 whole entry, looked up): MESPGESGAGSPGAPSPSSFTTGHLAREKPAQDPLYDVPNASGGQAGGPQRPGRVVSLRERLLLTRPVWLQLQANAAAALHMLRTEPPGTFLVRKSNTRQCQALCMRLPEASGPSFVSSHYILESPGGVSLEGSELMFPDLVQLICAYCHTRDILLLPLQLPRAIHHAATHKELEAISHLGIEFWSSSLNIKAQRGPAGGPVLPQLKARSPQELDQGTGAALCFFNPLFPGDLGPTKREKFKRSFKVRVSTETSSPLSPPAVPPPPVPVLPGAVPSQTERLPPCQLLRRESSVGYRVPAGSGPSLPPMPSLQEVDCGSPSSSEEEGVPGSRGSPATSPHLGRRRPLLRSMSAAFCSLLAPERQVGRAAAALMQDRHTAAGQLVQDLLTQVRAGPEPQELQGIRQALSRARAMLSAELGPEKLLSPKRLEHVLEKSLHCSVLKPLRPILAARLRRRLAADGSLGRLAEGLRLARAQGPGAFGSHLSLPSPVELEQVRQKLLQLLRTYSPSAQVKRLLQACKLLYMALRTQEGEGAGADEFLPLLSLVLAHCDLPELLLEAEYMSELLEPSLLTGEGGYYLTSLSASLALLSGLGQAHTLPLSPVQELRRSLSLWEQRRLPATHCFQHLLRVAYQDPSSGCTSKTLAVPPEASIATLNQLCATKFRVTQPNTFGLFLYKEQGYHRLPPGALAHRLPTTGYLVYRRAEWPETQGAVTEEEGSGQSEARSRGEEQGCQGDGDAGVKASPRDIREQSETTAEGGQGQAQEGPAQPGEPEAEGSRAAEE
NRP1-CendR mod: modulators of CendR peptide binding to human neuropilin-1 | O14786 | FAM-RPARPAR peptide binding to NRP-1, fluorescence polarization | inhibition, % at 25 µM | 360,000 tested, 0.85% active | AID 602438;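 active means inhibition or corrected inhibition above about 18%, plus a signal ratio from 0.5 to 1.5, limit read from the data, passing the limit was not always enough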; further: strong numbers were not always called active
bovine MsrA act: bovine methionine sulfoxide reductase A activation; purified bovine MsrA, absorbance read-out; activation, % at 10.6 µM; 360,000 tested, 0.3% active; in the data active means activation above about 7.5%;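 further: 0% = vehicle and 100% = reference activator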
MT1-MMP act inh: inhibitors of human MT1-MMP activation. P50281. HT1080 RFP-PRO-GFP cells, GFP/RFP ratio fluorescence, overnight; percent of plate control window, DMSO zero. GFP/RFP ratio change, % at 20 µM. 360,000 tested, 0.061% active. AID 651647;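 active means GFP/RFP ratio change of at least 30% with cell ATP level not reduced by more than half and red fluorescence within 50% of control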; further: strong numbers were not always called active
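Assay system: HT1080 RFP-PRO-GFP cells | Dosing: 20 µM single dose, 1% DMSO | Incubation: Cells overnight before dosing, compound overnight, 37 °C, 5% CO2 | Evaluation: GFP/RFP fluorescence ratio | Control set: DMSO-only wells and HT1080 RFP-L50D-GFP cell wells as references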
An asterisk follows results filed as active; i = inactive; x = no result given.

SMILES	E coli Lon inh	MLLE-PAM2 inh	SKN-1 inh	FAS TE block	Neddylation inh	Rin1 Abl inh	NRP1-CendR mod	bovine MsrA act	MT1-MMP act inh
CC(=O)c1ccccc1OC(=O)c1c(F)cccc1F	-4	0	7	-1	i	0	11	-2	0
CCOC(=O)N1CCN(C(=O)CSc2nnc(CNC(=O)c3c(F)cccc3Cl)o2)CC1	-1	-7	4	-6	i	0	16	-1	-1
COc1ccc(CCN2C(=O)COc3ccccc3C2C(=O)NCc2ccccc2)cc1OC (configuration not stated)	-4	x	-9	-12	i	x	-1	-3	2
Cc1csc(NC(=O)CSc2nnnn2C)n1	-3	-19	7	-2	i	1	-3	-10	0
O=C(CSc1nnc(NC(=O)C2CC2)s1)Nc1ccccc1C(F)(F)F	-8	11	3	-1	i	1	7	-3	4
COc1ccc(/C=C/C2=Nc3ccccc3NC(C)(C)C2)cc1OC	-5	10	17	-6	i	-2	10	-2	-3
Cc1cc(C(=O)Nc2cccc3cccnc23)ccc1[N+](=O)[O-]	1	-12	6	19	i	1	-2	-3	-3
CCC(=O)N1c2ccc(S(=O)(=O)N3CCN(CC)CC3)cc2CC1C (configuration not stated)	-4	6	6	-3	i	4	2	-2	1
O=C(OCc1nnc(-c2ccccc2)o1)C1CC(=O)N(c2ccccc2)C1 (configuration not stated)	-1	-6	-6	-1	i	-4	5	-1	-2
OC(COc1c(Cl)cc(Cl)cc1Cl)CN1CCCCC1 (configuration not stated)	-9	3	15	-3	i	0	-3	-1	4
COc1ccc(C(=O)[C@H]2[C@H]3C(=O)N(c4ccc(OC(C)=O)cc4)C(=O)[C@H]3C3C=CC=NN32)cc1 (some centres not stated)	-7	-25	-9	-1	i	-2	-29	-8	0
CN(c1ccccc1C(=O)Nc1cccc(C(F)(F)F)c1)S(C)(=O)=O	-5	7	-13	0	i	0	10	-11	2

Among those listed so far, 2 have two or more sulfur atoms.
SMILES	E coli Lon inh	MLLE-PAM2 inh	SKN-1 inh	FAS TE block	Neddylation inh	Rin1 Abl inh	NRP1-CendR mod	bovine MsrA act	MT1-MMP act inh
Cc1csc(NC(=O)CSc2nnnn2C)n1	-3	-19	7	-2	i	1	-3	-10	0
O=C(CSc1nnc(NC(=O)C2CC2)s1)Nc1ccccc1C(F)(F)F	-8	11	3	-1	i	1	7	-3	4

Next results
SMILES	E coli Lon inh	MLLE-PAM2 inh	SKN-1 inh	FAS TE block	Neddylation inh	Rin1 Abl inh	NRP1-CendR mod	bovine MsrA act	MT1-MMP act inh
Cc1ccccc1NC(=O)c1c(Cl)nc(C)c(Cl)c1C	-14	16	-5	-12	i	-1	-3	1	8
CN1CCC(OC(=O)COc2ccc(F)cc2)CC1	-2	-3	0	-4	i	-4	-6	1	3
CNC(=S)Nc1ccc([N+](=O)[O-])c(C)c1	-2	2	3	0	i	3	-4	-3	2
Cc1nnc(SCC(=O)Nc2ccccc2F)n(N)c1=O	-6	17	6	-6	i	1	4	-2	-3
COc1ccc(C2CC(=O)CCN2S(=O)(=O)c2ccc(C)cc2)cc1 (configuration not stated)	1	14	-2	7	i	-3	8	-6	5
CC(C(=O)NCc1ccccc1)N1C(=O)CN(C)C(=O)c2ccccc21 (configuration not stated)	-6	-2	-21	-19	i	2	-1	-11	4
COc1ccc(NC(=O)CN(C)CC(=O)Nc2ccc3c(c2)CCC3)cc1	12	14	-1	3	i	1	1	-2	-6
CCN1C[C@@H]2[C@@H]3C(=O)N(C)C(=O)[C@@H]3[C@](Cc3ccccc3)(C1=O)N2C(=O)c1ccc(C)cc1	-2	3	20	-12	i	2	-2	0	0
O=C(COC(=O)COc1cccc(C(F)(F)F)c1)NC1CCCC1	10	-5	15	-5	i	-1	6	-4	1
O=C(O)[C@H](Cc1ccccc1)NC(=O)N1CCCCCC1	2	5	17	-2	i	0	-14	-1	1
COc1cccc(NC(=O)c2ccccc2N2C(=O)C3C4C=CC(C5CC45)C3C2=O)c1 (configuration not stated)	-19	11	9	-2	i	2	2	-10	-1
COc1ccc([C@H]2CC(=O)C=C(c3cc(OC)ccc3OC)C2)cc1	0	-4	5	25	i	2	20	-5	-1
Clc1ccc(-n2nnnc2-c2ccccc2)cc1	-2	13	-16	-1	i	2	-6	-6	2
CS(=O)(=O)N(Cc1ccccc1)c1ccc(C(=O)NCCSCc2ccco2)cc1	7	45*	-13	-4	i	0	0	-2	-2
COc1ccccc1C(=O)N/N=C/c1ccc(Cl)s1	-5	-15	15	-4	i	1	-9	-3	1
CSc1ncccc1C(=O)OCC(=O)c1ccccc1	-7	-14	6	8	i	-2	-1	-5	3
CC(C)C(=O)Nc1ccc(Br)cc1Cl	-11	15	6	-9	i	-3	7	0	4
c1ccc2c(c1)CCCN2c1nc(N2CCOCC2)nc(N2CCOCC2)n1	3	-3	4	7	i	1	-14	-4	-2
CCN(CC)S(=O)(=O)c1ccc(N2CCCC2)c(NC(=O)CC(C)(C)C)c1	0	4	-6	-3	i	3	11	-4	-4
CC(C)Cc1nnc(NC(=O)CCC(=O)Nc2ccc3cn[nH]c3c2)s1	3	-13	23	-6	i	-1	11	-2	2
O=C(COC(=O)c1cc(-c2ccc(Cl)s2)nc2ccccc12)NCc1ccco1	-8	19	1	1	x	0	-25	-3	-4
O=C1Nc2ccc(Br)cc2C1=Nc1cccnc1	-7	-5	3	-2	i	-1	2	2	-1
COc1cc(CC(NC(C)=O)C(=O)NC2CCN(C(=O)C3CC3)CC2)cc(OC)c1 (configuration not stated)	6	-13	-6	4	i	-2	1	-1	-15
COC(=O)Nc1c(-c2ccccc2)nc2ccccn12	-13	4	-1	-12	x	-1	9	-4	-2
Cc1cccc[n+]1C1C(c2ccccc2)C(C#N)=C(C(=C=[N-])C#N)NC1(O)C1CC1 (configuration not stated)	6	-3	31	-6	i	-11	-42	-3	-24
O=C(NCC1CCCO1)c1onc(CSc2ccc(Cl)cc2)c1C(=O)O (configuration not stated)	-8	16	9	-7	i	4	-5	-2	4
O=C(NCc1c(O)ccc2ccccc12)c1ccccc1	-7	-4	7	10	i	-1	6	-1	4
COc1ccc(C(=O)NNC(=S)NC2CCCCC2)cc1OC	10	-4	12	-5	i	-1	3	-2	5
Cc1cccc(NC(=O)Cn2c(=O)oc3cc(S(=O)(=O)N4CCCC4)ccc32)n1	0	5	-5	-3	i	1	6	0	-3
COc1ccc(CCC(=O)OCC(=O)Nc2ccc(OC)c(OC)c2)cc1OC	-4	-6	-11	-3	i	3	0	-7	4
COc1ccc(N(C)C(=O)C2CCN(S(=O)(=O)c3cccc4nsnc34)CC2)cc1	1	3	-7	8	i	-4	2	-2	-6
COc1ccc(S(=O)(=O)N(CCc2ccccc2)CC(=O)O)cc1OC	-11	-1	8	-11	i	2	-1	0	4
O=C1c2ccccc2S(=O)N1c1cccc(F)c1 (configuration not stated)	-5	6	4	-4	i	-3	0	3	1
O=C(c1cc(F)cc2c1OCOC2)N1CCN(c2ccc(F)cc2)CC1	9	-8	2	-6	i	-2	-1	-6	-1
COC(=O)c1cccc(NC(=O)CCNC(=O)c2ccc([N+](=O)[O-])cc2)c1	9	-16	-5	41	i	-1	-4	-3	10
O=C(NCCS(=O)(=O)N1CCN(c2ccccc2F)CC1)C1CC(=O)N(c2ccc(F)cc2)C1 (configuration not stated)	75*	14	5	-2	i	4	-5	-5	0
COC(=O)c1c(NC(NC(C)=O)C(Cl)(Cl)Cl)sc2c1CCCC2 (configuration not stated)	5	-139	3	18	i	0	-1	-3	2
COc1ccc2c(c1)CC/C(=C/c1ccco1)C2=O	-21	-9	60*	16	i	-2	5	-2	3
Cc1cccn2c(=O)c(/C=N/O)c(N3CCCC3)nc12	-6	4	9	-7	i	1	-8	-8	2
Cn1ccs/c1=N\S(=O)(=O)c1ccc(Br)cc1	-1	16	-36	-13	i	2	-2	-14	1
O=S(=O)(c1ccccc1)N(CC(O)CN1CCCC1)c1ccccc1 (configuration not stated)	-4	21	2	0	i	-2	15	0	-2
CCOC(=O)c1sc(NCc2ccco2)c(-c2nc3ccccc3s2)c1N	-11	-23	1	10	i	-2	-50	-2	-14
COc1ccc(OC)c(Nc2ncnc3sccc23)c1	0	-9	-15	-8	i	4	-4	-14	x
CCCN1C2=NCCN2c2ccccc21	10	-3	-19	-5	i	-3	13	-3	-1
Cc1nc2cc(Nc3ccncc3)ccc2s1	1	3	1	-9	i	-3	10	-2	-4
CC(C)C12CN3CCN(CC(C3)/C1=N\NC(=O)Nc1ccccc1)C2	-1	8	22	-8	i	0	-4	-3	-3
CCc1nnc(NC(=O)CSc2nnc(Cc3ccc(OC)cc3)o2)s1	-1	-7	8	-10	i	-2	-7	-3	6
COc1ccc(/C=N/OCC(=O)OCC(=O)N(C)c2ccccc2)cc1	-4	-20	-8	0	i	3	16	-3	9
Cc1ccc(CS(=O)Cc2ccc(C(=O)NCc3ccc4c(c3)OCO4)o2)cc1 (configuration not stated)	-9	-1	4	-5	i	-1	5	-1	1
O=c1oc2ccccc2c(Nc2ccc(O)cc2)c1[N+](=O)[O-]	9	-1	15	-3	i	-3	-17	0	-2
CCN(CC)CC#Cc1ccc(C)cc1	4	-4	-3	-2	i	-2	10	-2	-1
Cc1cc(Cl)c(S(=O)(=O)N2CCCC2)cc1OCC(=O)NC1CCCCC1	-2	-6	7	9	i	-5	-2	-2	-4
O=C(Cn1cc(Cl)c([N+](=O)[O-])n1)NCCC1=CCCCC1	2	3	9	45	i	-1	3	-2	5
O=C(Cc1c(F)cccc1Cl)N1CCCC1	0	-10	0	-12	i	2	2	0	8
Nc1nonc1-n1nnc(C(=O)N/N=C/c2c(F)cccc2Cl)c1-c1ccc2c(c1)OCO2	-2	-1	3	-4	x	-2	13	-3	0
Cc1cc(=O)n2nc(-c3ccccc3)sc2c1C#N	3	25	-1	20	i	-5	-4	-4	2
N=c1ccn2c(n1)O[C@H]1[C@H](O)[C@@H](CO)O[C@H]12	-2	-3	14	-6	i	-2	13	0	-4
Cn1cc(CN(CCO)Cc2cccs2)c(-c2ccccc2F)n1	-1	4	4	-2	i	1	3	-7	0
CCCC(=O)Nc1ccc2c(c1)nc1n2CCSC1	-2	-2	22	-8	i	1	-23	0	-2
CC1(OC(=O)C2CCCC2)C(=O)C=C2C=C(c3ccsc3)N(CCc3ccccn3)C=C2C1=O (configuration not stated)	19*	18	8	-11	i	1	10	1	4
More records
SMILES	E coli Lon inh	MLLE-PAM2 inh	SKN-1 inh	FAS TE block	Neddylation inh	Rin1 Abl inh	NRP1-CendR mod	bovine MsrA act	MT1-MMP act inh
FC(F)Oc1ccc(NC(=S)NCc2ccccc2)cc1	-2	-24	-10	-5	i	2	-4	-5	6
O=C1CSC(c2ccccc2)N1Nc1nc(N2CCOCC2)nc(N2CCOCC2)n1 (configuration not stated)	-12	3	-1	-4	i	1	7	0	-2
Cc1ccc(-c2cc(C(=O)Nc3nn[nH]n3)c3ccccc3n2)cc1	-3	0	6	-6	i	5	-25	-3	0
CCOc1ccccc1N(CC(=O)Nc1ccccc1)S(=O)(=O)c1ccccc1	4	-2	4	21	i	0	-8	2	-4
O=C(c1ccco1)N1CCN(C(=O)N2CCCC2)CC1	-8	4	-6	-5	i	-1	8	-7	0
CCOC(=O)c1ccc(N2C(=O)c3n[nH]c(C)c3C2c2ccccc2)cc1 (configuration not stated)	-9	-2	-6	6	i	-7	-3	-10	-4
C/C(=N\NC(=O)c1ccc(NS(=O)(=O)c2cccs2)cc1)c1cccs1	0	-3	1	-1	i	3	-2	-3	2
Fc1ccc(-c2nc3ccc(Br)cn3c2Cc2ccccc2)cc1	-2	4	7	19	i	-22	-20	-8	-4
CCOc1ccc(CCNC(=O)COC(=O)c2ccc(C)c([N+](=O)[O-])c2)cc1OCC	5	10	1	12	i	2	12	-3	0

This is a random part of the collection, and some 4% of all compounds hit somewhere here.
